Screening results (PubChem)
ROC1-CUL1 inh = inhibitors of human ROC1-CUL1 ubiquitin ligase activity; E3 ubiquitin-protein ligase RBX1 (Homo sapiens) + Cullin-1 (Homo sapiens), P62877+Q13616; in vitro K48 di-Ub FRET, acceptor:donor ratio, 45 min; inhibition, % at 10 µM; hit rate 0.6% among 140,000; AID 1347404, 2020; in the data active means inhibition above about 25%
Target sequence (P62877 whole entry, looked up): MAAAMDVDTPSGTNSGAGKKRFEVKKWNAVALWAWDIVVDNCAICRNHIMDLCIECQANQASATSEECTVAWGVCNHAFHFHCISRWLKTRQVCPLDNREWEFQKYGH
Target sequence (Q13616 whole entry, looked up): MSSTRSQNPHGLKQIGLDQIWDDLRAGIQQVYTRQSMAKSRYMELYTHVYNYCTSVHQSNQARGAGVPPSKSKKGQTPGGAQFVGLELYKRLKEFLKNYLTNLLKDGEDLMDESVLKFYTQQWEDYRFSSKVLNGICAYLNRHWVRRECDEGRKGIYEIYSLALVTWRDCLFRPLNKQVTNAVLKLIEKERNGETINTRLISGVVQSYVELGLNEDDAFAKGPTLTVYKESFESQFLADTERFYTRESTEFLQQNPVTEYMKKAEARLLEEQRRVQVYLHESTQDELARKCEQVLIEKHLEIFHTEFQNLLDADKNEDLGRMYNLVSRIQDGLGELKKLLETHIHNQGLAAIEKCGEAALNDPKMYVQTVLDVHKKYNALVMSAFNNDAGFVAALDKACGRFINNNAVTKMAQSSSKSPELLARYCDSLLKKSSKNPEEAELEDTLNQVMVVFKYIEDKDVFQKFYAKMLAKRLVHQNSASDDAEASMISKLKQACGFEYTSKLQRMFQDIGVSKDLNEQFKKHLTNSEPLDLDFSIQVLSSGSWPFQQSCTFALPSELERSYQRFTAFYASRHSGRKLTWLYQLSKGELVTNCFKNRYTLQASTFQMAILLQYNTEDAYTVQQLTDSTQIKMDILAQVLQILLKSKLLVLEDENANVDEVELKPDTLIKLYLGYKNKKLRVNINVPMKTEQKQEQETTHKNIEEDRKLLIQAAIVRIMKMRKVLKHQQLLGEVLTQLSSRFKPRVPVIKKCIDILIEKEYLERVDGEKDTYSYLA
Active calls of the source: *. Only part of the results is shown, so the mix of outcomes need not match the whole.

ROC1-CUL1 inh | Molecule
-1 | CC(C)C(=O)Nc1c2c(nc3ccccc13)N(C)CC2
14 | Cc1sc(C)c(-c2ccccc2)c1C(=O)O
-3 | CCCCSc1nnc2c(n1)OC(C)N(C(C)=O)c1ccccc1-2 (stereo not drawn)
3 | Cc1cc(NS(=O)(=O)c2ccc(NC(=O)COc3cc(C)c(Cl)c(C)c3)cc2)nc(C)n1
-10 | COc1cccc(-n2nc3c(=O)[nH]nc(C)c3c2C)c1
5 | O=S(=O)(NC1CCCCC1)c1ccc(NS(=O)(=O)c2cccc3ccccc23)cc1
6 | O=C(Nc1ccc2c(c1)CN(CC#Cc1ccccc1)CC2)C1CCCO1 (stereo not drawn)
-3 | O=C1CC(c2ccccc2OCc2ccccc2)CC2=Nc3ccccc3N(C(=O)C(F)(F)F)C(c3ccccc3)C12 (stereo not drawn)
0 | COc1ccccc1C(=O)Nc1c(C(=O)N(C)Cc2ccccc2)sc2nc(C)c(Cl)c(C)c12
6 | O=C(Cn1cc(S(=O)(=O)c2ccc(Cl)cc2)c(=O)c2ccccc21)Nc1ccc2c(c1)OCO2
6 | CCC(=O)N1CCc2cc(S(=O)(=O)NCCC(=O)Nc3cccc(C)c3C)ccc21
-6 | Cc1ccc(CN(C)C(=O)c2cn(C3CCCCC3)nn2)o1
-2 | O=C(CCN1CCN(c2ccc(Cl)cc2)CC1)Nc1cccc(Cl)c1
-3 | CC(NC(=O)c1cc(-c2ccco2)nc2ccccc12)c1ccccc1 (stereo not drawn)
0 | CCc1ccccc1NC(=O)CCn1nc(C)c2c(C)n(-c3ccccc3)nc2c1=O
-4 | Cc1ccc(-c2nc3ccc(Cl)cn3c2Nc2ccc3c(c2)OCCO3)o1
-4 | COc1ccc(OC)c(CN2CCC(c3nc(-c4ccncc4)ncc3-c3cccc(C)c3)CC2)c1
-6 | COc1ccc(OC)c(-c2csc(N3CCN(C(=O)c4ccco4)CC3)n2)c1
-3 | O=C(CN1C(=O)C2CCCCN2c2ccc(C(=O)N3CCCC3)cc21)NCc1ccccc1F (stereo not drawn)
-4 | Cc1cc(F)ccc1NC(=O)Nc1cccc(F)c1
-5 | CCn1c(SCC(=O)N/N=C/c2ccc([N+](=O)[O-])cc2)nnc1-c1cccc(C)c1
-9 | Cc1ccc(C2=NN(C(=O)CCC(=O)O)C(c3ccccc3F)C2)cc1 (stereo not drawn)
-3 | COc1cc(C(=O)Nc2ccc(-c3nc4cc(Cl)ccc4o3)cc2)cc(OC)c1OC
-5 | CC(C)N(C(=O)Cn1ccc(=N)c2ccccc21)C(C)C
-6 | Cc1ccc(C)c(S(=O)(=O)c2cn(Cc3ccccc3)c3cc(F)c(F)cc3c2=O)c1
0 | CCOc1cc(/C=C2\C(=O)NC(=S)N(c3cccc(C)c3C)C2=O)cc(Br)c1O
-8 | COc1cc(CNC2CCCCC2)ccc1OCCO
-2 | CC(=O)Oc1ccc(NC(=O)CCc2ccccc2)c(C(=O)O)c1
-7 | Cc1ccc(OCC(=O)NNC(=S)NCc2ccccc2)cc1
5 | CC(=O)c1ccc(NC(=O)COc2ccccc2-c2nc(C(C)C)no2)cc1
0 | Cc1cccn2c(=O)cc(CSc3nnc(NC(=O)c4ccc(F)cc4)s3)nc12
1 | C/C(=C1/C(=O)NN=C1c1ccc(Cl)cc1Cl)N(C)C
3 | COc1cc(OC)c(NC(=O)C(Cc2ccccc2)NS(=O)(=O)c2cccc3nsnc23)cc1Cl (stereo not drawn)
9 | O=C(CC1=CCCCC1)N1CCC(C2(c3ccccn3)NC(=O)N(CCc3cccs3)C2=O)CC1 (stereo not drawn)
-1 | CCC(=O)Nc1ccc2sc3ccccc3c(=O)c2c1
-1 | COc1cccc(C(=O)N2CCC(N3CCN(Cc4ccc(F)cc4)C(=O)C3=O)CC2)c1
1 | CCC(C)c1ccc(NC(=O)c2cc([N+](=O)[O-])ccc2Cl)cc1 (stereo not drawn)
5 | O=c1c2c(nc(NCCO)n1-c1ccccc1)-c1ccccc1CC21CCCCC1
1 | CCN(CC)c1ccc(NS(=O)(=O)c2ccccc2)c(C)c1
2 | CCCc1cc(-c2nnc(-c3ccc(C(F)(F)F)cc3)o2)n(C)n1
-1 | Cc1ccc(-c2csc(NC(=O)COc3ccccc3C(C)(C)C)n2)cc1
-2 | COC(=O)CSc1nnc(-c2ccncc2)n1-c1ccc(OC)cc1
5 | CC(Oc1ccc(C(C)C)cc1)C(=O)N1CCN(C)CC1 (stereo not drawn)
66* | CCOc1cc(/C=C2/C(=O)NN(c3ccc(I)cc3)C2=O)cc(Br)c1OC(C)=O
0 | COC(=O)c1ccccc1NC(=O)CSc1nnc(-c2ccco2)n1C
4 | COc1cccc(NC(=O)c2cc3c(=O)n4ccccc4nc3n(CC(C)C)c2=N)c1
2 | COc1cccc(CNC(=O)c2cc(COc3c(C)cccc3C)on2)c1OC
4 | Cc1nn(-c2ccccc2)c(Cl)c1CN(C(=O)c1ccccc1)c1ccccc1
11 | O=C(CCN1CCCCO1)N1CCc2onc(-c3cccc4ccccc34)c2C1
-5 | Cc1cccc(NC(=O)CSc2nnc3[nH]c(=O)cc(-c4ccccc4)n23)c1C

Next part
ROC1-CUL1 inh | Molecule
-6 | O=C1CCC(=O)N1CCc1cnc[nH]1
-4 | CCC(C(=O)O)n1cnc2sc3c(c2c1=O)CCCC3 (stereo not drawn)
20 | COc1cccc(S(=O)(=O)NCC(=O)N2CCCCC2C)c1 (stereo not drawn)
4 | CCCOc1cccc(C(=O)C2C(=O)C(=O)N(CCCn3ccnc3)C2c2cccs2)c1 (stereo not drawn)
0 | COc1ccc2c(c1)CC/C2=N\OC(=O)c1ccccc1I
-5 | CC(=O)Nc1ccc(OC(=O)N2CCOCC2)cc1
5 | O=S(=O)(Nc1nc2n(n1)C(c1ccc(F)cc1)CC(c1ccc(Cl)cc1)=N2)c1ccccc1 (stereo not drawn)
-6 | O=C(Nc1ccc(F)cc1F)c1cc(-c2ccc(Cl)cc2)on1
6 | O=C1NN(c2cccc(C(F)(F)F)c2)C(=O)/C1=C\c1cccs1
5 | CCC(C)N1CCC(N2CCC(C(=O)NCc3cccnc3)CC2)CC1 (stereo not drawn)
-10 | COc1cc(OC)nc(N2C[C@H]3OC(=O)N(CCc4ccccn4)[C@H]3C2)n1
3 | N#Cc1c(N2CCOCC2)sc(C(=O)c2ccccc2)c1N
2 | CCOc1ccc(C(=O)N2CCC(c3nc4ccccc4o3)CC2)cc1
6 | Cc1cc(Br)cc(C=Nc2cccc(-c3nc4ccccc4s3)c2)c1O
-4 | Cn1c(=O)c2c(nc(Oc3ccccc3)n2Cc2c(Cl)cccc2Cl)n(C)c1=O
1 | CCCc1c2ccccc2nc2ccccc12
-6 | O=C(NCC(c1ccc2c(c1)OCO2)N1CCOCC1)C(=O)Nc1cccc(Cl)c1 (stereo not drawn)
9 | Cc1ccc(-c2c(C#N)c(N)nc(SCC(=O)Nc3ccc(S(=O)(=O)Nc4ncccn4)cc3)c2C#N)cc1
0 | CCCCNC(=O)CN1C(=O)COc2ccc(S(=O)(=O)N3CCCCCC3)cc21
3 | CN(C)C(=O)c1ccc(N(C)S(=O)(=O)c2cccs2)cc1
-7 | O=C(CCC(F)(F)F)NC1CC(=O)N(Cc2ccccc2Cl)C1 (stereo not drawn)
2 | C=CCn1nnc(NC(=O)c2cccc(F)c2)n1
8 | CCc1noc(C)c1C(=O)NC(C)C1CC2CCC1C2 (stereo not drawn)
2 | N#Cc1cc([N+](=O)[O-])cnc1Oc1ccccc1
3 | C#CCOc1cccc(/C=N\Nc2ccc(C(=O)OC(C)C)cc2)c1
-1 | O=C(NC(=S)Nc1ccc2c(c1)OCO2)C12CC3CC(CC(C3)C1)C2
-6 | O=C(Nc1ccccc1C(F)(F)F)N1CCC(CN2CCc3ccccc3C2)CC1
-6 | CCCCCCCC1CCC(COS(=O)(=O)c2ccc(C)cc2)CC1 (stereo not drawn)
-1 | O=C1NC(c2ccccc2)Nc2c1sc1nc3c(c(-c4ccccc4)c21)CCC3 (stereo not drawn)
3 | Cc1ccc(-n2nc(C(=O)Nc3ccc(C)c(F)c3)c3c4ccccc4n(C)c3c2=O)cc1
13 | COc1ccc2oc(=O)cc(CN3CCN(Cc4ccccc4)CC3)c2c1
13 | COC(=O)c1ccccc1C(=O)N1CCc2c(cnc(C)c2CNS(=O)(=O)c2cccs2)C1
0 | O=C(N/N=C/c1ccc(-c2cccc(Cl)c2)o1)c1csc2ccccc12
4 | Cc1cccc(-c2nc(CN3CCCCC3CO)c(C)o2)c1 (stereo not drawn)
3 | CC(C)C(NC(=O)C1CCCCC1C)C(=O)O (stereo not drawn)
8 | CN(C)c1nc(N)n(CCO)c(=O)n1
1 | CCn1c(C(=O)N2CCCC(C(=O)NCCCOC)C2)cc2sccc21 (stereo not drawn)
2 | CC1=C(c2ccccc2)N(c2ccccc2)C(=O)C(S(=O)c2ccccc2)C1=O (stereo not drawn)
6 | Cc1ccc(Cn2c(-c3nonc3N)nc3ccccc32)cc1
0 | CC(C)=CCN1CCNC(=O)C1CC(=O)NCCc1nc(C)c(C)s1 (stereo not drawn)

Reprinted from the part before: two compounds, followed by the next part.
ROC1-CUL1 inh | Molecule
6 | Cc1ccc(Cn2c(-c3nonc3N)nc3ccccc32)cc1
0 | CC(C)=CCN1CCNC(=O)C1CC(=O)NCCc1nc(C)c(C)s1 (stereo not drawn)
-4 | COc1ccc(CN2C[C@@H]3C[C@@H](c4ccc(OC)c(C)c4C)N4CCC[C@@]34C2=O)cc1
-5 | O=C(Nc1cc(C(F)(F)F)ccc1N1CCOCC1)Nc1cccc2ccccc12
-11 | CCCCNC(=O)c1ccc(C)c(NS(C)(=O)=O)c1
-2 | CCOC(=O)c1ccc(N2C(=S)N=C(Nc3ccc(Cl)cc3)C23CCCCC3)cc1
1 | CCN1c2ccccc2-c2nc(SCC(=O)Nc3cc(C)c(Cl)cc3OC)ncc2S1(=O)=O
-3 | Cc1ccccc1C(=O)Nc1ccc(-c2cc3ccccc3oc2=O)c(C)c1
-1 | Cn1cc[n+](C)c1COc1ccc(C(N)=O)cc1
-12 | CCC1CN(C(=O)N2CCC(C(=O)NCCc3ccccc3C)CC2)c2ccccc2O1 (stereo not drawn)
-2 | Cc1ccc(N2C(=O)/C(=C/c3ccccc3)NC2=NCc2ccccc2)cc1
-8 | O=C(CSc1nnc2sc3ccccc3n12)Nc1ccc(Cl)cc1

Five compounds picked at random from those above, as already listed:
ROC1-CUL1 inh | Molecule
-8 | O=C(CSc1nnc2sc3ccccc3n12)Nc1ccc(Cl)cc1
-11 | CCCCNC(=O)c1ccc(C)c(NS(C)(=O)=O)c1
-1 | Cn1cc[n+](C)c1COc1ccc(C(N)=O)cc1
-5 | O=C(Nc1cc(C(F)(F)F)ccc1N1CCOCC1)Nc1cccc2ccccc12
1 | CCN1c2ccccc2-c2nc(SCC(=O)Nc3cc(C)c(Cl)cc3OC)ncc2S1(=O)=O

ROC1-CUL1 inh, entries above that show a hit
ROC1-CUL1 inh | Molecule
66* | CCOc1cc(/C=C2/C(=O)NN(c3ccc(I)cc3)C2=O)cc(Br)c1OC(C)=O

Going on with the list:
ROC1-CUL1 inh | Molecule
5 | CCOC(=O)C1CCN(CCC(=O)Nc2ccccc2OC)CC1
-4 | CCC(C)NC(=O)C1CC(=O)N(c2ccc(C)c(C)c2)C1 (stereo not drawn)
-6 | Cc1ccc(C)c(Cn2cc(CCC(=O)NC3CCCCC3)c3ccccc32)c1
1 | CCCCn1nnnc1NC(=O)N1CCOC(CC)C1 (stereo not drawn)
-15 | CC(C)(C)C(=O)N1CCN(c2ccc(NC(=O)c3cccs3)cc2Cl)CC1
1 | CCCCCn1c(=O)[nH]c2cc(C(=O)Nc3cc(OC)cc(OC)c3)ccc2c1=O
-7 | CCC(C(=O)Nc1ccccc1F)c1ccccc1 (stereo not drawn)
-8 | COc1ccccc1Nc1nn2c(=O)c3ccc(C(=O)NCc4ccc(F)cc4)cc3nc2s1
2 | Cc1ccc(S(=O)(=O)Nc2ccc3c(c2)c(C(=O)OC(C)C)c(C)n3S(=O)(=O)c2ccc(C)cc2)cc1
-3 | CC1=C(C(=O)Nc2ccccc2)C(c2ccccc2Cl)n2c(s/c(=C/c3ccc(-c4cccc(Cl)c4)o3)c2=O)=N1 (stereo not drawn)

Arranged by value in ROC1-CUL1 inh (descending): three of the compounds above.
ROC1-CUL1 inh | Molecule
3 | CC(C)C(NC(=O)C1CCCCC1C)C(=O)O (stereo not drawn)
2 | CCCc1cc(-c2nnc(-c3ccc(C(F)(F)F)cc3)o2)n(C)n1
-6 | CCCCCCCC1CCC(COS(=O)(=O)c2ccc(C)cc2)CC1 (stereo not drawn)

Additional results follow:
ROC1-CUL1 inh | Molecule
-5 | CCC(CC)C(=O)Nc1ccc2nc(SCC(=O)N3CCOCC3)sc2c1
-4 | CC1C/C(=N/Nc2ccc([N+](=O)[O-])cc2[N+](=O)[O-])CC(C)(C)C1 (stereo not drawn)
0 | Cc1ccc(Sc2c(C)nn(C(=O)COc3ccccc3Br)c2C)cc1
1 | Cc1cc(C2CC2)nc(Sc2ccccc2)c1C#N
2 | Cc1ccc(Cl)c2c1NC(=O)C21NN=C(c2ccccc2)S1 (stereo not drawn)
8 | CC(C)Sc1ccccc1C(=O)N1CC(=O)Nc2ccccc21
-10 | CCOc1ccc(C(=O)c2cn(CC(=O)Nc3ccc(OC)cc3)c3cc4c(cc3c2=O)OCCO4)cc1
6 | Cn1c(Sc2ccccc2C(=O)O)cc(=O)n(C)c1=O
2 | Cc1ccc2c(c1)Oc1nc3ccccc3nc1N2S(=O)(=O)c1ccc(Cl)cc1
-1 | CN1CCN(c2cnn(CCn3cccn3)c(=O)c2)CC1
-1 | Cc1ccc(S(=O)(=O)NCC(c2ccc(N(C)C)cc2)N2CCc3ccccc32)cc1 (stereo not drawn)
-1 | COC(=O)c1c(-c2ccccc2)nn(C)c1C
-6 | COc1cc(C)nc(N(Cc2ccccc2)S(=O)(=O)c2ccccc2)n1
5 | C=CCNS(=O)(=O)c1ccc(C(=O)N2CCCC2)cc1
-13 | CC(Sc1nc2ccccc2s1)C(=O)O (stereo not drawn)
0 | Cc1ccc(C(=O)O)c(C(=O)Nc2nc3ccccc3[nH]2)c1
